High-throughput results: PubChem BioAssay, several laboratories
phage Ecoli inh – E. coli growth loss with phage present; growth absorbance; inhibition, % at 11.9 µM; actives 0.26% (n = 360,000); AID 651602; in the data active means inhibition above about 11%
Tat transport – blocks Tat-dependent protein export in E. coli | actives 0.036% (n = 340,000) | AID 488895 | E. coli MC4100 TorA-mCherry Tat export, fluorescence | inhibition, % at 10 µM;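 active means mean replicate inhibition at least 50% and at least half of replicates individually reaching 50%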;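 further: exported cargo escapes ClpAP degradation while cytoplasmic cargo is degraded and loses fluorescence; 0% = median of neutral control wells and 100% = median of NaSCN control wells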
CAL PDZ inh – blocks peptide binding to human CAL PDZ domain. Q9HD26. actives 0.02% (n = 330,000). purified CAL PDZ, TMR-peptide fluorescence polarization, 1 h. inhibition, % at 20 µM;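 active means highest replicate inhibition of at least 40%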;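 further: plate controls were DMSO neutral control wells for no effect and unlabeled competitor peptide control wells for full effect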
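material = purified tagged CAL PDZ domain construct (CerCALP) | buffer or medium = sodium phosphate/NaCl buffer pH 7.4 with TCEP, IgG, Thesit | reagent = TMR-labelled reporter peptide T*-PRC34 bound in PDZ groove | incubation = 1 h room-temperature incubation prior to read | measured by = fluorescence polarization (mP) | evaluation = percent inhibition from loss of millipolarization | control set = unlabelled peptide and DMSO controls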
Rtt109 HAT inh – C. albicans Rtt109 histone acetyltransferase inhibition. inhibition, % at 34.9 µM. Q5AAJ8. actives 0.16% (n = 330,000). AID 540336. purified Rtt109/Vps75, ThioGlo CoA-SH fluorescence, 4 h;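 active means inhibition of at least 50% in every replicate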
Target sequence (Q5AAJ8 whole entry, looked up): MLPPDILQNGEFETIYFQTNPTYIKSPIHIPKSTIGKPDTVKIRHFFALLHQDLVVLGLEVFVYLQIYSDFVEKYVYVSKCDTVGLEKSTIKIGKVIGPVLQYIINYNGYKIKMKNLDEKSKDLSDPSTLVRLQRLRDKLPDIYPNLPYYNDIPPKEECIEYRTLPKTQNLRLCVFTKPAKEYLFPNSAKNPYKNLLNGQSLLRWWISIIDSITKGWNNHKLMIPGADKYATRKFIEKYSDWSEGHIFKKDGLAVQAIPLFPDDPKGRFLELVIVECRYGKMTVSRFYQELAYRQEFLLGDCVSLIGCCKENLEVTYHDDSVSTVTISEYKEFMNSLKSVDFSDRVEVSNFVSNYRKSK
AddAB inh – less growth of phage-infected E. coli with AddAB. inhibition, % at 11.9 µM. E. coli expressing H. pylori AddAB, absorbance growth. actives 0.29% (n = 330,000). AID 435030; in the data active means inhibition above about 12%;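 further: 0% = vehicle wells of infected cells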
DAGLB inh – diacylglycerol lipase beta (human) inhibition. inhibition, % at 5.17 µM. actives 0.059% (n = 340,000). AID 504411. HEK293T DAGLB membrane lysate, EnzChek fluorogenic substrate. Q8NCG7; in the data active means inhibition above about 34%;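 further: 0% = enzyme with vehicle and 100% = wells lacking enzyme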
Target sequence (Q8NCG7 whole entry, looked up): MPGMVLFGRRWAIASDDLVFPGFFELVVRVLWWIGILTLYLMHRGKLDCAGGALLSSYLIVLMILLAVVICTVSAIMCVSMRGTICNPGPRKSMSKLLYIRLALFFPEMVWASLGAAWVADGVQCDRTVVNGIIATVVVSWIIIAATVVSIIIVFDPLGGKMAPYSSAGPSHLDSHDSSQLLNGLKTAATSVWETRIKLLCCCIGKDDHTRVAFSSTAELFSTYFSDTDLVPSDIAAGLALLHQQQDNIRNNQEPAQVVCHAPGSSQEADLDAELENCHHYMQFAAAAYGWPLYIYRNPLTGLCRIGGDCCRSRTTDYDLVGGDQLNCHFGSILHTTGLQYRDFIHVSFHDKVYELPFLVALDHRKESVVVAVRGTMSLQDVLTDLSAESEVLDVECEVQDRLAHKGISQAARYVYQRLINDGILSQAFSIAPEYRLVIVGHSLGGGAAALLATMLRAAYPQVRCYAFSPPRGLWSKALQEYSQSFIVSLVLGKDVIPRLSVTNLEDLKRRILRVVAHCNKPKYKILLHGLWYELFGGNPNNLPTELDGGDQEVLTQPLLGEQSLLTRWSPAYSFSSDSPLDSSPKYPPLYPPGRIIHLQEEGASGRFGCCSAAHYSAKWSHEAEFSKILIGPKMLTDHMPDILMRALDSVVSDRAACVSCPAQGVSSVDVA
Ecoli viability – counter-screen for AddAB inhibitors: E. coli growth inhibition; E. coli V3065 growth, OD600 absorbance, 18 h; inhibition, % at 11.9 µM; actives 0.27% (n = 330,000);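 active means inhibition above the campaign's mean inhibition across all tested compounds plus 3 SD, cut at about 9.9% in these data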;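 further: uninfected addAB+ strain grown without phage in ampicillin broth; 0% = DMSO wells and 100% = ciprofloxacin 0.95 µg/ml wells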
PfHsp90 yeast 2 – inhibits growth of yeast expressing Plasmodium falciparum Hsp90; S. cerevisiae expressing PfHsp90, BacTiter-Glo ATP, 48 h; yeast lacking PDR1 and PDR3 efflux regulators; inhibition, % at 9.4 µM; actives 0.32% (n = 310,000);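 active means every replicate shows inhibition above about 80%, whatever the replicate mean, limit read from the data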;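 further: 0% = DMSO neutral controls and 100% = 20 µM radicicol positive controls; yeast relying on Plasmodium falciparum Hsp90 in place of its own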
PvdQ acylase – blocks Pseudomonas aeruginosa PvdQ acylase activity. purified PvdQ acylase, fluorescence plate reader. inhibition, % at 10 µM. actives 0.063% (n = 340,000). AID 488965; in the data active means inhibition above about 30%, passing the limit was not always enough;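 further: 0% = vehicle neutral wells and 100% = reference inhibitor wells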
Wnt act – activators of Wnt/beta-catenin signaling. Wnt/beta-catenin reporter cell assay, activator, plate reader. activation, % at 9.35 µM. actives 1.2% (n = 300,000); in the data active means activation above about 30%, passing the limit was not always enough;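 further: 0% = neutral control wells and 100% = positive control wells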
Numbers without * were called inactive; . = no result given.

SMILES	phage Ecoli inh	Tat transport	CAL PDZ inh	Rtt109 HAT inh	AddAB inh	DAGLB inh	Ecoli viability	PfHsp90 yeast 2	PvdQ acylase	Wnt act
COc1ccc(/C(C)=N/NC(=S)NCc2ccco2)cc1	2.7	-1.4	-1.3	-2.9	3.9	-3.5	0.2	-29.0	-10.2	-1.4
CC1CC(C)(C)N(C(=O)CSc2ccc(-c3ccc(F)cc3)nn2)c2ccccc21 (stereo not given)	0.2	5.2	-0.4	-3.8	0.6	-10.2	0.9	-33.5	19.9	-3.1
O=C(Nc1sc2c(c1C(=O)O)CCC2)C(=O)N1CCOCC1	-0.1	4.0	-0.6	16.6	1.4	1.7	1.2	-13.5	-9.5	1.0
O=S1(=O)CCN(OCc2ccc(Cl)cc2)CC1	2.3	2.1	0.5	0.8	-2.2	0.9	0.0	9.9	-13.3	-2.0
CCN(CC)S(=O)(=O)c1cccc(C(=O)NC(C)C(c2cccs2)N2CCCC2)c1 (stereo not given)	1.4	-10.1	0.5	.	1.3	-0.4	2.2	8.7	-5.2	-0.9
O=C(NNC(=O)c1ccccc1O)c1ccc(NS(=O)(=O)c2ccc(F)c(F)c2)cc1	2.8	-9.4	-1.4	1.1	-0.8	6.8	1.6	5.0	-10.0	-2.7
COc1cc(/C=C/C(=O)c2c(O)ccc3c(C)cc(=O)oc23)ccc1O	-1.5	2.0	-0.5	3.2	4.9	1.1	1.6	-33.1	-7.2	.
CC1(C)CC(=O)C=C(c2cccc3c2oc2ccccc23)C1	1.3	11.2	-1.1	-1.2	5.3	-6.8	6.0	17.0	-12.7	8.9
COc1ccc(S(=O)(=O)N2CCCCC2)cc1NC(=O)c1ccc(CS(C)(=O)=O)cc1	2.0	-8.2	0.0	5.8	2.2	-1.6	0.2	2.7	7.9	-1.0
COc1ccc(CNC(=O)CSc2nnnn2Cc2ccccc2)cc1	2.5	1.4	-0.5	-2.7	0.6	-1.0	0.9	12.7	-0.3	-0.5
Cc1ccc(NCCCn2cnc(C(=O)Nc3ccc(C)c(C)c3)n2)cc1C	-0.2	0.6	-1.2	-0.3	.	-0.7	.	-9.9	-25.4	-0.7
CC(=O)Oc1cc2oc(=O)cc(C)c2cc1OC(C)=O	-1.7	-4.2	-1.1	3.6	-2.9	3.0	-5.0	-20.5	3.7	-3.1
COc1cc(-c2nc3ccccn3c2/N=C/c2cc(OC)c(O)cc2Cl)ccc1O	5.3	2.0	-2.9	-9.1	0.8	-0.7	1.4	-48.4	-2.5	-0.1
Cc1cc(C)nc(SCCn2c(N3CCOCC3)nc3c2c(=O)[nH]c(=O)n3C)n1	4.8	-2.2	-2.2	1.5	-1.4	-1.9	-2.0	16.1	2.1	-0.2
CCOC(=O)N1CCN(C(=O)c2cc3sccc3n2C)CC1	1.6	3.1	0.0	-7.2	0.5	-3.4	-0.7	3.7	-17.1	-2.6
COc1cccc2cc(-c3cc(=O)oc4ccc(O)cc34)oc12	0.2	6.5	-2.4	-3.7	1.7	1.8	-1.0	-9.4	-9.9	-0.8
COC(=O)CC(=O)Cc1nc(N)nc(Nc2ccc(C)c(C)c2)n1	1.7	1.4	-0.6	-2.2	-1.4	-1.7	-1.6	-1.2	4.3	.
COc1ccc(C(=O)Nc2cccnc2Cl)cc1OC	2.9	17.0	-0.6	-1.0	2.1	0.8	-0.3	-1.4	-8.7	5.0
Cc1c(NC(=O)CCc2ccccc2)cccc1[N+](=O)[O-]	3.5	1.3	-0.5	0.1	5.2	-2.9	-0.3	-6.2	-7.9	-2.0
CC1(C)CC(NC(=O)C(c2ccccc2)c2ccccc2)CC(C)(C)N1	3.5	-11.0	5.8	-2.1	1.6	-1.1	0.4	-4.5	-6.5	-0.8
Clc1ccccc1-c1nnc2sc(-c3ccco3)nn12	4.0	-10.4	-1.4	7.0	1.8	0.6	-1.2	8.4	3.3	-3.8
CC1=C(C(=O)NC2CCCc3c2cnn3-c2cccc(C)c2C)OCCO1 (stereo not given)	-0.3	-8.2	-2.1	0.8	-1.7	0.1	3.0	1.5	-6.0	-0.8
COc1ccc(C(CNC(=O)c2cccc(S(=O)(=O)N3CCCc4ccccc43)c2)N(C)C)cc1 (stereo not given)	1.3	5.8	-1.9	3.0	.	-6.8	.	-3.8	2.1	-5.5
CCOc1ncccc1C(=O)OCC(=O)N1c2ccccc2CC1C (stereo not given)	3.1	1.7	-0.4	5.8	2.1	-5.9	-1.1	23.5	3.0	0.9
CCC(C)(C)n1nnnc1C(c1cc2cc3c(cc2[nH]c1=O)OCO3)N1CCN(C)CC1 (stereo not given)	2.3	-4.7	-0.5	-65.1	1.2	-1.6	1.3	-19.1	-16.3	.
O=C(c1cc2ccccn2n1)N1CCN(c2cccc(C(F)(F)F)c2)CC1	0.4	-1.6	-0.2	3.2	2.5	-7.8	-0.2	-19.2	-5.0	.
CCCCn1c(-c2ccccc2)nnc1-c1ccccc1	0.6	-5.8	-1.4	-2.4	-0.5	0.3	-2.9	10.7	-9.4	-3.1
CCOC(=O)C1(Cc2cccc(OC)c2)CCN(Cc2cccc(OCC)c2O)CC1	3.7	-5.0	-0.1	-1.4	3.1	-8.1	-1.4	18.0	-11.3	-0.1
CCCS(=O)(=O)NCCc1csc(-c2ccc(OC)c(OC)c2)n1	0.9	2.2	-0.7	0.3	-1.9	-2.2	-1.3	12.6	7.2	-2.2
Cc1ccc2cc(C#N)c(NCCNC(=O)C3CCC3)nc2c1C	2.4	7.3	-1.0	14.3	1.0	0.7	-0.6	-14.0	-6.6	.
CCCCCCCCCCCCN1[C@@H](CC(=O)O)c2cc(F)ccc2S1(=O)=O	4.1	27.8	-0.6	2.1	2.3	12.2	-1.4	-3.5	-8.8	3.5
COc1ccc(S(=O)(=O)N2CCOCC2)cc1NC(=O)COc1ccccc1	1.3	-0.6	-1.6	5.4	0.5	0.6	1.4	-31.6	-8.5	-1.0
CC(=NNC(=O)CSCC(=O)NN=C(C)c1ccccc1)c1ccccc1	2.9	0.4	0.1	-7.7	.	-1.3	.	.	-9.6	-2.5
COCc1cc(CN2CCN(CCCc3ccccc3)C(CCO)C2)ccc1OC (stereo not given)	0.9	-1.3	11.9	2.6	1.1	1.8	-0.7	-16.2	-12.9	-1.9
Cc1ccc2c(c1)sc[n+]2Cc1ccccc1	0.6	-8.6	-1.0	15.0	0.3	-5.6	-2.2	.	2.0	27.6
CSc1nc2ccc(Br)cc2[nH]1	4.8	15.0	-1.6	-12.2	2.0	1.1	1.1	18.9	1.7	-0.6
COC(=O)c1c(C(=O)OC)c2n(c1C)CCS2	-0.2	-0.3	-0.2	-8.0	1.4	-2.1	1.0	-5.1	1.3	0.3
COC(=O)C(CCSC)NC(=O)/C=C/c1ccc(OC)cc1 (stereo not given)	3.2	-0.5	-1.8	-9.0	2.1	-1.3	4.2	-35.0	-16.1	0.3
O=C1Nc2ccccc2/C1=C/c1ccccc1Cl	2.3	-14.5	.	6.2	0.1	1.1	-0.2	15.0	-7.8	1.1
Oc1ccc(/C=N/N2CCCCC2)c(O)c1	2.6	7.2	-1.5	12.4	0.0	2.0	-0.5	0.7	6.9	12.1
COC(=O)c1ccc(/C=C/C(=O)OCC(=O)c2ccc[nH]2)cc1	1.5	2.9	0.8	1.2	-1.2	-1.8	-0.1	3.3	-11.2	4.3
Cc1nn2c(NCCOCCO)c3c(nc2c1-c1ccccc1)CCC3	0.3	0.9	0.1	-10.2	3.6	-0.6	1.5	-0.7	-9.4	-1.9
NC(=O)c1ccc(NC(=O)CSc2nnc(-c3ccc4c(c3)OCO4)o2)cc1	1.3	2.6	-0.8	-8.8	-0.4	0.5	-1.4	-19.3	16.2	-0.8
Cc1cc(C)cc(N(CC(=O)Nc2ccccc2C(=O)N2CCOCC2)S(C)(=O)=O)c1	4.2	6.4	-0.7	-12.6	3.7	0.6	-1.4	17.9	-11.5	.
CCS(=O)(=O)N1CCC(C(=O)NCc2ccc(F)cc2)CC1	0.7	0.2	-6.6	-0.9	4.5	3.2	1.8	3.9	-3.3	-10.1
Cc1cccc(NC2(C(=O)O)CCCC2)c1	1.9	-8.3	-1.0	-0.8	.	3.3	.	-11.1	-10.3	8.4
O=C1CSC(=S)N1c1cccc(Cl)c1	5.6	-16.7	-2.4	0.3	-0.3	-6.0	-0.5	-15.0	9.5	0.6
COc1cc(OC)cc(-c2c(C#Cc3ccsc3)c3cc(-c4cnc(OC)nc4)ccc3n2C)c1	2.4	4.4	0.8	2.2	1.0	1.4	-1.5	-3.5	-2.8	-10.8
CCC(C)NC(=O)c1ccc(CSCc2cccc(F)c2)o1 (stereo not given)	3.8	4.0	-0.9	-3.9	0.4	-3.8	-2.7	.	-1.1	3.2
Cc1cccc(N2C(=O)C(O)=C(C(=O)c3cccs3)C2c2ccc(Cl)cc2)n1 (stereo not given)	-1.8	6.5	-1.1	3.6	4.2	6.4	-1.7	-8.3	-0.9	1.7

Entries of single compounds, quoted from the list:
Record of Cc1cccc(N2C(=O)C(O)=C(C(=O)c3cccs3)C2c2ccc(Cl)cc2)n1 (stereo not given) → phage Ecoli inh = -1.8; Tat transport = 6.5; CAL PDZ inh = -1.1; Rtt109 HAT inh = 3.6; AddAB inh = 4.2; DAGLB inh = 6.4; Ecoli viability = -1.7; PfHsp90 yeast 2 = -8.3; PvdQ acylase = -0.9; Wnt act = 1.7
Record of O=C1CSC(=S)N1c1cccc(Cl)c1 → phage Ecoli inh = 5.6; Tat transport = -16.7; CAL PDZ inh = -2.4; Rtt109 HAT inh = 0.3; AddAB inh = -0.3; DAGLB inh = -6.0; Ecoli viability = -0.5; PfHsp90 yeast 2 = -15.0; PvdQ acylase = 9.5; Wnt act = 0.6

Later entries:
SMILES	phage Ecoli inh	Tat transport	CAL PDZ inh	Rtt109 HAT inh	AddAB inh	DAGLB inh	Ecoli viability	PfHsp90 yeast 2	PvdQ acylase	Wnt act
CC(=O)c1cc2c(cc1NC(=O)CN1Cc3ccccc3C1=O)OCO2	3.2	2.9	-3.2	1.8	-1.6	4.6	-0.5	7.8	-1.5	-2.3
Cc1ccc(C(=O)NC2CCN(Cc3ccccc3)CC2)cc1S(=O)(=O)N1CCOCC1	4.7	-11.2	-0.8	-2.5	-0.3	1.0	-0.8	7.1	-11.7	-0.4
Cc1ccc(S(=O)(=O)NC2=NCN(C3CCN(Cc4ccccc4)CC3)CN2)cc1	3.8	12.1	-0.4	1.3	-1.4	0.1	-1.9	2.6	-0.7	.
COc1cccc(CN(C)C(=O)CCNC(=O)c2ccco2)c1	-0.7	-5.9	0.4	3.6	-0.1	0.9	-2.8	20.6	-12.6	0.9
CCO[C@@H]1OC(C(=O)NCc2ccccc2)=C[C@H](c2coc3ccccc3c2=O)[C@H]1CCCO	-0.6	-6.6	-0.8	-3.4	3.1	-0.9	-0.3	-1.6	-10.4	-4.7
CCCCN=C(C)c1c(O)c2ccccc2oc1=O	-0.3	-1.3	-0.6	-12.2	0.8	-3.0	-1.0	-51.2	-2.1	-0.9
CCOC(=O)c1c(C)[nH]c(C(=O)COC(=O)c2ccc(O)cc2)c1C	-0.5	1.7	-1.2	-14.8	-0.3	2.3	0.4	2.4	-22.8	7.8
O=C(c1ccccc1)c1nc[nH]c1C(=O)Nc1ccccc1	0.3	-9.6	0.1	-0.2	0.3	-5.5	-0.4	2.0	-6.8	.
CCCC(C)C(=O)Nc1ncc(S(=O)(=O)c2ccc([N+](=O)[O-])cc2)s1 (stereo not given)	0.2	-1.4	-3.4	-12.6	1.3	7.3	-0.4	-7.1	-5.9	-3.3
Cc1cc(Nc2nn(C)c(N)c2C#N)ccc1F	2.4	2.5	-2.5	14.2	1.8	-0.3	1.2	-4.2	14.4	.
